Bioassay records (PubChem BioAssay)
NCI-60 one-dose screen, 48 h, at 10 µM unless noted. Numbers give growth in % (100 = growth as untreated, 0 = no growth, -100 = all killed).
RXF 393 = RXF 393 renal cancer cells | hit rate 6.9% among 77,000
OVCAR-5 = OVCAR-5 ovarian cancer; hit rate 2.9% among 82,000
OVCAR-3 = OVCAR-3 ovarian cancer; hit rate 7% among 79,000; AID 1794787
ACHN = ACHN renal cancer. hit rate 4.9% among 81,000. AID 1794771
A498 = A498 renal cancer cells | hit rate 5.4% among 76,000
IGROV1 = IGROV1 ovarian cancer. hit rate 4.7% among 79,000
OVCAR-8 = OVCAR-8 ovarian cancer | hit rate 4.4% among 81,000
OVCAR-4 = OVCAR-4 ovarian cancer cells | hit rate 3.7% among 80,000 | AID 1794784
SK-OV-3 = SK-OV-3 ovarian cancer cells; hit rate 3.2% among 80,000
* hit, by the source's call; . = not tested or not shown; & = joins results of further samples. How the source made its calls: active means growth percent below 10; inactive means the rest. An unsorted share of the library; overall some 11% were active at least once.

SMILES	RXF 393	OVCAR-5	OVCAR-3	ACHN	A498	IGROV1	OVCAR-8	OVCAR-4	SK-OV-3
C=C1C(=O)O[C@H]2[C@H]1CC/C(CNC(=O)c1cccc3ccccc13)=C\CC[C@@]1(C)O[C@@H]21	27.5	68.8	24.8	11.6	81.8	31.3	43.5	63.2	110.1
COc1cccc(/C=C\[C@H]2O[C@@H](C)[C@H](O)[C@@H]2O)c1CO	104.5	111.2	108.7	105.2	100.8	100.5	101.1	116.2	99.6
Oc1[nH]c(=S)sc1/C=C1\C(Cl)=Nc2ccccc21	75.7	79.6	95.9	81.5	70.3	66.1	96.5	91.3	82.6
Cn1c([N+](=O)[O-])cnc1N1CCN(c2nncs2)C1=O	127.3	98.8	115.6	107.5	88.9	103.0	99.8	110.0	107.6
O=C1c2cc(Br)ccc2Oc2cc([N+](=O)[O-])ccc2N1c1ccc(Br)cc1F	92.6	98.1	109.8	96.8	114.2	88.5	99.2	91.1	100.9
CC(O)CC1CCCC(CC(C)O)N1 (centres undefined)	112.9	104.8	99.7	103.3	96.7	103.5	106.7	108.6	97.2
O=C(Nc1ccc(Oc2ccc(Nc3nc4ccccc4s3)cc2)cc1)Nc1ccc(Cl)c(Cl)c1	56.5	70.5	22.8	20.3	33.4	39.4	32.6	24.9	69.0
C[C@]12CC[C@@H]3c4ccc(O)cc4CC[C@H]3[C@@H]1CC[C@@H]2NS(=O)(=O)c1ccc(Cl)cc1	45.6	93.5	66.7	53.4	78.4	58.0	62.2	64.8	92.8
CCOc1ccc(N=Nc2sc(=O)[nH]c2S)cc1	116.6	106.9	109.8	97.6	97.8	103.7	101.8	94.9	113.3
Cc1cc(=O)n(C(C)Cc2ccccc2)n1C(C)Cc1ccccc1 (centres undefined)	116.2&91.1	101.9&96.4	99.5&106.8	99.6&102.0	82.8&95.3	93.7&115.4	95.6&100.3	92.9&85.9	110.5&106.8
NS(=O)(=O)c1ccc(NCCCCN2C(=O)c3ccccc3OC=C2c2ccccc2)cc1	98.5	109.1	104.5	100.9	73.7	85.9	96.0	98.6	87.7
O=c1[nH]c(NCc2ccccc2)nc2cc(-c3ccccc3)sc12	83.6	99.2	92.8	87.5	96.9	86.5	98.1	83.7	90.5
Cc1cc(C)n(C(=O)c2sc(=S)n(-c3ccccc3)c2N)n1	115.1	105.9	112.6	99.8	92.1	104.3	102.7	106.3	113.2
NC(=O)c1cc(I)ccc1NC(=O)COc1ccc(Cl)cc1Cl	99.3	103.0	103.0	99.0	73.9	89.3	101.8	114.3	90.5
COc1nc2cc(C)ccc2cc1-c1nc2c(cnn2-c2ccccc2)c(=O)[nH]1	119.2	105.1	104.8	99.6	109.2	87.8	98.5	106.9	118.7
CC(=O)OC1=C(C)CC(C)(C)CC1=O	124.8	103.5	110.3	114.4	92.5	103.6	101.2	112.6	102.1
O=c1[nH]c(=O)n(C(c2ccccc2)(c2ccccc2)c2ccccc2)cc1N(CCO)CCO	110.2	93.6	123.1	88.9	122.9	101.9	103.0	108.2	98.9
CC(=O)/C(C)=C\C1=C(C)CCCC1(C)C	117.2	106.2	109.6	105.0	109.8	114.7	99.4	112.6	104.7
O=CN1N=C(c2ccc3c(c2)OCO3)CC1c1ccc(F)cc1 (centres undefined)	93.2	104.9	93.6	89.0	65.2	96.5	93.6	68.7	96.7
COC(=O)C1(C)CCC[C@]2(C)[C@H]3C[C@H]4C(C(C)C)=C[C@]3(CC[C@@H]12)[C@H]1[C@@H]4[C@@H](OCC#CCN2CCOCC2)CC[C@@H]1OCC#CCN1CCOCC1 (some centres undefined)	91.9	106.2	86.3	92.3	100.9	70.6	83.2	64.7	.
CC(=O)Cc1nsc(NC(=O)c2cc(-c3cc(C(F)(F)F)ccc3Cl)oc2C)n1	102.2	100.2	110.6	98.4	90.5	110.7	100.5	99.7	109.7
Oc1cccc(-c2nc3cc4nc5ccccc5[nH]c4cc3n2)c1	98.9	107.0	95.3	71.0	104.6	110.8	86.8	94.4	111.1
O=C(/C=C/C(=O)Oc1ccccc1)Oc1ccccc1	116.9	98.6	110.2	90.4	96.8	.	101.6	105.9	104.7
O=C(Oc1ccccc1)c1cc(O)c(O)c(O)c1	110.2	107.5	18.1	62.6	87.3	76.0	71.4	63.7	77.3
NS(=O)(=O)c1ccc(NC(=O)Nc2nc(-c3ccc(Cl)cc3)cs2)cc1	116.3	103.5	104.3	103.4	73.8	99.1	101.3	102.4	117.8
CCOC(=O)c1csc(NC(=O)c2ccc(N3CCN(C)CC3)c([N+](=O)[O-])c2)n1	98.2	97.3	104.5	92.8	88.0	80.7	92.9	76.0	84.6
Nc1nc2c(C(=O)Nc3ccc(Br)cc3)c(Nc3ccc(Cl)cc3)nn2cc1-c1nc2ccccc2s1	108.8	103.5	108.2	105.8	105.6	104.0	110.9	106.6	111.4
CC(C)(O)c1cccc2c(C(C)(C)O)cccc12	.	110.7	109.1	100.0	103.5	113.1	94.7	107.7	102.3
C[C@@H](O)[C@H]1CC[C@H]2[C@@H]3CCC4=CC(=O)C[C@]4(C)[C@H]3CC[C@]12C	.	98.4	104.0	99.5	87.0	102.0	125.9	.	133.1
c1ccc(-c2nn(-c3ccccc3)c3nccc(-c4cccs4)c23)cc1	109.0	101.3	116.7	107.0	92.0	112.0	103.2	118.5	119.9

One compound at a time, from the list above. Order of values: RXF 393, OVCAR-5, OVCAR-3, ACHN, A498, IGROV1, OVCAR-8, OVCAR-4, SK-OV-3
Results for `O=c1[nH]c(=O)n(C(c2ccccc2)(c2ccccc2)c2ccccc2)cc1N(CCO)CCO` = 110.2, 93.6, 123.1, 88.9, 122.9, 101.9, 103.0, 108.2, 98.9
Results for `COC(=O)C1(C)CCC[C@]2(C)[C@H]3C[C@H]4C(C(C)C)=C[C@]3(CC[C@@H]12)[C@H]1[C@@H]4[C@@H](OCC#CCN2CCOCC2)CC[C@@H]1OCC#CCN1CCOCC1` (some centres undefined) = 91.9, 106.2, 86.3, 92.3, 100.9, 70.6, 83.2, 64.7, .
Results for `NS(=O)(=O)c1ccc(NC(=O)Nc2nc(-c3ccc(Cl)cc3)cs2)cc1` = 116.3, 103.5, 104.3, 103.4, 73.8, 99.1, 101.3, 102.4, 117.8
Results for `CC(C)(O)c1cccc2c(C(C)(C)O)cccc12` = ., 110.7, 109.1, 100.0, 103.5, 113.1, 94.7, 107.7, 102.3
Results for `O=C(/C=C/C(=O)Oc1ccccc1)Oc1ccccc1` = 116.9, 98.6, 110.2, 90.4, 96.8, ., 101.6, 105.9, 104.7

An excerpt from above, reduced to OVCAR-5:
mol	OVCAR-5
CC(=O)/C(C)=C\C1=C(C)CCCC1(C)C	106.2
C[C@@H](O)[C@H]1CC[C@H]2[C@@H]3CCC4=CC(=O)C[C@]4(C)[C@H]3CC[C@]12C	98.4
COC(=O)C1(C)CCC[C@]2(C)[C@H]3C[C@H]4C(C(C)C)=C[C@]3(CC[C@@H]12)[C@H]1[C@@H]4[C@@H](OCC#CCN2CCOCC2)CC[C@@H]1OCC#CCN1CCOCC1 (some centres undefined)	106.2
O=C(/C=C/C(=O)Oc1ccccc1)Oc1ccccc1	98.6

(list continues)
SMILES	RXF 393	OVCAR-5	OVCAR-3	ACHN	A498	IGROV1	OVCAR-8	OVCAR-4	SK-OV-3
CC(C)CC(CC(C)C)OC(=O)CBr	110.3	103.0	104.3	101.6	93.1	94.9	106.4	110.1	100.6
CC(=O)OCC(=O)[C@@]1(O)CC[C@H]2[C@@H]3C[C@H](C)C4=CC(=O)CC[C@]4(C)[C@H]3[C@@H](O)C[C@@]21C	140.5	84.3	116.9	102.0	135.1	96.5	101.9	106.7	67.2
Nc1ccc(NS(=O)(=O)CS(=O)(=O)Nc2ccc(N)cc2)cc1	100.7	104.4	102.5	94.5	80.5	98.0	105.6	113.8	102.1
O=C(Nc1cccc(Cl)c1)OCC#CCOC(=O)Nc1cccc(Cl)c1	.	95.2	92.7	103.6	99.6	111.0	88.4	94.8	99.3
CN1CCc2c(Sc3ccc(C(=O)NO)cc3)c3ccccc3n2C1	52.5	27.1	42.8	64.6	28.6	75.6	7.6*	28.3	62.4
O=C(N/C=C(/c1ccccc1)S(=O)Cc1ccccc1)Nc1ccccc1Cl (centres undefined)	108.3	108.7	106.6	105.0	71.7	107.8	97.4	80.2	100.1
COc1ccc(NC(=O)C2=C(C)Nc3ncnn3C2c2cc(OC)c(OC)c(OC)c2)cc1 (centres undefined)	122.8	109.1	116.7	109.0	97.5	110.4	101.3	.	108.5
Cn1c(=O)[nH]c2nc(SCC(=O)Nc3ccc(C(=O)/C=C/c4ccccc4Cl)cc3)[nH]c2c1=O	.	106.4	98.3	102.1	113.3	108.8	104.1	109.3	.
COc1cc2c3c(c1O)-c1ccccc1[C@@H]1OC(=O)N(CC2)[C@H]31	97.6	116.3	115.2	106.3	92.9	113.8	97.8	104.6	105.8
CN(c1ccccc1)S(=O)(=O)c1ccc(NC(=O)CC(=O)c2ccccc2)cc1	103.1	101.9	93.2	104.8	86.7	101.6	102.6	99.9	94.3
OC[C@H]1O[C@H](O[C@]2(CCl)O[C@H](CCl)[C@@H](O)[C@@H]2O)[C@H](O)[C@@H](O)[C@H]1Cl	106.8	98.6	98.8	95.9	114.3	91.8	103.0	98.9	104.6
O=C1c2cccnc2C(=O)c2c1c(C(=O)NCCn1ccnc1)c1ccccn21	59.7	92.1	3.4*	31.5	57.3	26.3	4.4*	-47.6*	48.4
COc1cc(-c2nn3c(/C=C4/C(=O)Nc5ccccc54)c(-c4ccc(C)cc4)nc3s2)cc(OC)c1OC	63.7	85.9	43.6	81.1	98.9	77.4	46.8	-17.3*	79.5
Clc1ccc2nc(Nc3cccc(Oc4ccccc4)c3)[nH]c2c1	23.2	93.7	93.8	92.1	104.1	.	101.1	89.4	103.9
COc1ccc(C2CC(c3ccc(Nc4ccnc5cc(Cl)ccc45)cc3)=NN2c2ccccc2)cc1 (centres undefined)	109.5	86.2	111.0	97.2	49.7	112.9	95.4	163.0	108.4
O=C(Cn1c(C(=O)c2ccc(Cl)cc2)nc2ccccc21)c1ccc(Cl)cc1	71.1	103.4	94.8	97.7	92.5	81.8	94.1	66.8	280.1
COc1ccc(N2C(=O)C=CC2=O)cc1	113.5	106.6	120.0	99.4	90.1	113.0	109.5	107.7	107.7
CNC(=O)c1cc(Oc2ccc3c(c2)sc2nc(-c4cc(C(F)(F)F)cc(C(F)(F)F)c4)cn23)ccn1	79.8	91.4	68.3	50.3	42.5	74.1	36.1	24.8	46.7
Cn1c(COC(=O)N2CCCCC2)nc2c(N3CCOCC3)nc(-c3ccccc3)nc21	.	-79.8*	-85.3*	-100.0*	-21.7*	-80.6*	-6.6*	-78.4*	60.2
CCCCCCCCC(CCN(CC)CC)(C(=O)O)c1ccccc1 (centres undefined)	96.4	97.2	101.3	103.4	98.3	99.4	109.2	100.2	112.7
Cn1c2ccccc2c2c3[nH][nH]c(=O)c3c3c4ccccc4[nH]c3c21	-36.7*	62.6	2.5*	-8.8*	.	11.0	33.1	51.3	13.2
COc1ccc(-c2nc(SCc3nc4ccccc4[nH]3)nc(N3CCN(C)CC3)c2C#N)cc1	68.3	100.8	101.2	92.6	68.8	86.2	88.7	94.9	89.4
COc1ccc(Cc2nnc(NC(=S)Nc3ccccc3)s2)cc1	111.6	101.7	102.4	102.9	99.5	106.1	107.2	96.2	90.1
CNCc1cc(C(C)(C)C)ccc1O	96.0	.	104.8	.	77.8	96.8	105.9	97.0	99.9
Cc1cc2n(n1)C(C(C)C)C(C(=O)c1cc(Cl)cc(Cl)c1O)=CN2 (centres undefined)	102.8	115.1	66.9	90.8	74.9	74.2	81.3	55.7	69.9
CN(C)c1ccc(/C=C/C(=O)c2cccc(Nc3nc(Nc4ccccc4)nc(Nc4ccccc4)n3)c2)cc1	77.5	93.9	101.8	90.6	76.8	69.0	81.2	30.7	93.2
c1cnc(-c2nc3c4c5c(sc4ncn3n2)CCC5)cn1	91.3	105.3	112.5	96.7	100.1	88.8	96.6	90.6	106.3
OC1CCC(O)CC1 (centres undefined)	123.2&128.2	105.8&109.2	113.0&112.9	105.0&107.1	112.9&105.9	118.1	114.0&121.8	111.8&116.0	115.0&110.0
COc1cc(-c2nn(-c3ccc(C)cc3)cc2CO)ccc1O	112.1	105.5	95.0	98.0	98.4	84.0	98.3	96.5	89.0
CCCC(=O)Oc1ccc([N+](=O)[O-])cc1	108.3	100.7	110.2	109.1	106.3	117.0	99.6	101.0	112.3
Clc1ccccc1N/N=C/c1ccccn1	111.5	97.0	103.2	94.3	91.0	89.5	100.0	88.4	99.2
CC(=C/c1ccccc1)/C=C1/SC(=S)N(CCc2ccc(O)cc2)C1=O	120.6	106.6	106.7	101.5	107.5	76.2	102.8	107.7	124.6
C[n+]1ccc(/C(C#N)=N/O)cc1	116.3	108.0	108.5	105.3	.	105.2	95.4	103.0	108.1
Cc1c(O)c(=O)ccn1Cc1nc2ccccc2s1	76.0	73.7	59.6	41.0	89.3	87.6	52.3	46.6	67.1
COc1cc(NC(=O)c2cc(O)c(C/C=C(\C)CCC=C(C)C)c(O)c2)cc2c1O[C@]1(C)CC[C@@H](O)C(C)(C)[C@H]1C2	-38.7*	44.9	-12.1*	4.5*	-29.2*	20.0	23.5	29.6	26.9
O=C1Nc2ccccc2/C1=N\c1nnc(-c2ccc(Cl)cc2)o1	114.2	110.1	.	90.6	94.6	71.0	100.2	99.5	78.1
CCN1CCN(CCOc2ccc(Nc3nccc(NCc4ccco4)n3)cc2)CC1	64.2	102.5	89.9	98.4	77.6	99.8	92.6	75.9	103.2
COc1ccc(/C=N/NC(=O)c2c(Nc3ccccc3)nn(CC(O)c3ccccc3)c2N)cc1OC (centres undefined)	113.4	101.9	.	93.8	93.8	99.0	94.9	103.9	107.6
